GPR151 ag: activators of human GPR151. Q8TDV0. PathHunter beta-arrestin GPR151 cells, luminescence. activation, % at 11.2 µM. 1% of 650,000 active. AID 1508602; in the data active = activation above about 4.9%;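 note: 0% = median of compound wells and 100% = cells with positive control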
Target sequence (Q8TDV0 whole entry, looked up): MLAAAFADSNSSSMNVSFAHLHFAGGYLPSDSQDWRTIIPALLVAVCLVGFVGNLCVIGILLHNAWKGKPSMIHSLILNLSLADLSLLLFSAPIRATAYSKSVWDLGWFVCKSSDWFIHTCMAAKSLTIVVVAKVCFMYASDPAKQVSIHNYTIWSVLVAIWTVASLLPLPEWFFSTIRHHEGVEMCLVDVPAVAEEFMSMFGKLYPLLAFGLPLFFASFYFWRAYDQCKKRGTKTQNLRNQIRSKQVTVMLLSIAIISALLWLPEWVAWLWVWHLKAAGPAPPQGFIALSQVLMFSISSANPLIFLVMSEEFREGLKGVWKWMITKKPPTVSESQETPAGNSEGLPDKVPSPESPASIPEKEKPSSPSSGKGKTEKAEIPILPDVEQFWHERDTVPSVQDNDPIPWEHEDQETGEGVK
FBW7 activator: human FBW7 E3 ligase activation, primary screen; Q969H0; AlphaScreen FBW7–phospho-cyclin E peptide binding, activator screen; normalized activity (activation), % at 26.1 µM; 0.13% of 650,000 active; in the data active = normalized activity above about 1.9%;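 note: purified mutant Fbw7 with reduced substrate affinity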
MITF inh: inhibitors of human MITF. O75030. AlphaScreen MITF homodimerization, bead proximity signal. inhibition, % at 2.6 µM. 0.91% of 650,000 active; in the data active = inhibition above about 50%;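 note: 0% = vehicle wells with protein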
Target sequence (O75030 whole entry, looked up): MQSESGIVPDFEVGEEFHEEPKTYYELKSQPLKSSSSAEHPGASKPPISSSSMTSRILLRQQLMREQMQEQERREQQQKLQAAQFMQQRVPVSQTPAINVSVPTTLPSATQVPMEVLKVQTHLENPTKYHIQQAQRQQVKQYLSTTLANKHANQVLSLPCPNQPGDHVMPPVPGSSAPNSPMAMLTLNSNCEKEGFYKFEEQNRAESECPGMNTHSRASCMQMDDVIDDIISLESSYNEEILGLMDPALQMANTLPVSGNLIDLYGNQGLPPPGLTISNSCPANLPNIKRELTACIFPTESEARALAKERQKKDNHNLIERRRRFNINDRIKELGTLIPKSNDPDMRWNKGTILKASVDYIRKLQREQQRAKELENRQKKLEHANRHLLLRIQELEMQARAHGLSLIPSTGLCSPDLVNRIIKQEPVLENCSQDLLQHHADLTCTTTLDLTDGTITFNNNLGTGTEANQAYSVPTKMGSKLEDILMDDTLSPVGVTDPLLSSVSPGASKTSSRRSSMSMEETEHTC
TEAD-YAP inh: TEAD-YAP interaction inhibition; inhibition, % at 9.12 µM; HEK-TIYL cells, TEAD-Gal4/YAP UAS-luciferase luminescence; 1.4% of 640,000 active; in the data active = inhibition above about 32%;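 note: 0% = median of test compound wells and 100% = reference inhibitor wells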
Numbers without * were called inactive.

Start of the data: the first 4 compounds as a preview:
structure	GPR151 ag	FBW7 activator	MITF inh	TEAD-YAP inh
COc1cccc2cc(C(N)=O)/c(=N/NS(=O)(=O)c3ccc(C)cc3)oc12	-0.7	0.1	-1.7	3.9
CN(CCc1ccccn1)C(=O)CCC1CCCN(C(=O)c2ccc3c(c2)OCCO3)C1 (stereo unspecified)	0.8	-0.1	-2.4	-3.3
CCOC(=O)c1[nH]c2c([N+](=O)[O-])cc(OC)cc2c1-c1ccccc1	-0.1	-0.3	13.1	3.1
O=C1N[C@@H](CO)C(=O)N2C[C@@H](NCc3cccc(F)c3)C[C@@H]12	0.1	0.1	-0.3	2.1

The list itself, repeating the preview:
structure	GPR151 ag	FBW7 activator	MITF inh	TEAD-YAP inh
COc1cccc2cc(C(N)=O)/c(=N/NS(=O)(=O)c3ccc(C)cc3)oc12	-0.7	0.1	-1.7	3.9
CN(CCc1ccccn1)C(=O)CCC1CCCN(C(=O)c2ccc3c(c2)OCCO3)C1 (stereo unspecified)	0.8	-0.1	-2.4	-3.3
CCOC(=O)c1[nH]c2c([N+](=O)[O-])cc(OC)cc2c1-c1ccccc1	-0.1	-0.3	13.1	3.1
O=C1N[C@@H](CO)C(=O)N2C[C@@H](NCc3cccc(F)c3)C[C@@H]12	0.1	0.1	-0.3	2.1
CCOc1ccc(S(=O)(=O)N2CCN(CC)CC2)c2cccnc12	1.3	0.1	10.0	-8.2
CC(C)Oc1ccccc1C(=O)N/N=C/c1cc([N+](=O)[O-])ccc1O	-2.4	-0.2	13.4	6.6
CC(=O)c1cccc(NC(=O)CSc2nnc(-c3cc4ccccc4cc3O)n2C)c1	5.0*	-0.2	-0.9	11.7
N/C(=N\OC(=O)c1ccc(Br)o1)c1ccc([N+](=O)[O-])cc1	-1.3	-0.2	-8.6	-5.8
CC(C)Cc1ccc(C(C)C(=O)NCCNC(=O)C2CCCNC2=O)cc1 (stereo unspecified)	0.4	0.7	16.2	0.5
CCc1cc2c(=O)c(-c3ccc(OC)cc3)c(C)oc2cc1OC	1.6	-0.1	2.8	8.0
COc1ccc(N2CCN(C(=O)c3sc4nc(C)nc(N5CCCCC5)c4c3C)CC2)cc1	2.4	0.0	1.8	1.3
CCOC(=O)C1=C(C)N=c2s/c(=C\c3ccc(O)c(Br)c3)c(=O)n2C1c1ccc(OCC)c(OCC)c1 (stereo unspecified)	1.6	-0.2	-5.2	5.0
c1ccc2c(Nc3cc(NCc4nc5ccccc5[nH]4)ncn3)nccc2c1	2.5	-0.2	0.9	-20.1
COc1ccc(C(=O)c2coc3ccc(Cl)cc3c2=O)cc1	0.9	0.1	7.7	-2.9
O=S(=O)(c1cccs1)N1CCc2nc3ccc(Cl)cc3cc2C1	1.1	0.5	13.4	3.7
CCn1c(SCC(=O)Nc2ccc(F)cc2)nnc1C(C)NC(=O)c1ccc(C)cc1 (stereo unspecified)	1.1	-0.1	0.3	2.5
COc1ccc(-c2nnc(SCC(=O)Nc3ccc(Br)cc3)nc2-c2ccc(OC)c(OC)c2)cc1OC	-0.7	-0.1	0.3	1.8
Cc1nc2ccccc2c(=O)n1NC(=O)c1ccccc1Br	-0.8	-0.1	-10.4	-4.8
CCOc1cc(/C=N/n2cnc3sc4c(c3c2=O)CCCC4)cc([N+](=O)[O-])c1O	0.6	-0.1	-1.7	-0.5
Cc1ccc(-c2nnc3c4ccccc4c(C)nn23)cc1S(=O)(=O)N1CCC(C)CC1	0.6	0.1	-4.1	-7.2

Further results follow:
structure	GPR151 ag	FBW7 activator	MITF inh	TEAD-YAP inh
COC(=O)c1ccc2c(=O)n(Cc3ccc(C(=O)NCCc4c[nH]c5ccccc45)cc3)c(=S)[nH]c2c1	0.1	0.0	8.4	-8.6
CCOc1ccc(NC(=O)CCN2CCC(C(N)=O)CC2)cc1	-0.1	-0.1	-1.5	8.3
CCc1ccc(OCCOCC(O)CNC(C)(C)C)cc1 (stereo unspecified)	-0.6	0.0	5.7	8.6
COc1ccc(NC(=O)CC2C(=O)N(c3ccc(OC)c(Cl)c3)C(=S)N2CCCN2CCN(c3ccc(OC)cc3)CC2)cc1 (stereo unspecified)	1.8	-0.1	19.4	3.6
CCOC(=O)C(=O)NNc1ccccc1OC	-0.7	-0.2	7.0	-18.5
COCCOC(=O)C1=C(C)NC(C)=C(C(=O)OCCOC)C1c1ccc(-c2ccc(Cl)cc2Cl)o1	-0.5	0.9	-0.9	2.5
CCCCN1C(=O)c2c(Oc3ccc(OC)cc3)cc([N+](=O)[O-])cc2Oc2ccccc21	-0.2	-0.1	-7.3	2.0
COc1ccc(-n2nc3c(c2NC(=O)COc2ccccc2)CSC3)cc1	-1.2	0.2	0.0	7.8
CCOc1cc(/C=C2/C(=N)N3N=C(CC)SC3=NC2=O)cc(Br)c1OCCOc1ccc(C(C)(C)C)cc1	-0.9	0.0	3.3	-9.1
Cc1cc(-c2nc3cnccn3c2NCC2CCCO2)c(C)n1-c1ccc2c(c1)OCO2 (stereo unspecified)	0.8	-0.1	9.9	5.6
COc1ccc(N2CCN(C3CCCN(S(=O)(=O)N(C)C)C3)CC2)cc1 (stereo unspecified)	1.3	0.6	12.2	2.3
O=C(O)c1ccc(N=Cc2nc(-c3ccc([N+](=O)[O-])cc3)oc2O)cc1	4.0	0.0	8.4	0.7
CC(=O)N1CCSc2cc(S(=O)(=O)N(C)c3ccc(Br)cc3)ccc21	0.3	0.5	11.8	2.6
Cn1c(-c2ccc(Cl)cc2Cl)n[nH]c1=S	-1.1	0.1	-4.2	14.2
CC(=O)c1c(C)nc(C)nc1NC(=O)Cc1ccccc1	-1.4	0.9	6.0	-0.1
O=C(NC(=S)Nc1nc2ccc(F)cc2s1)c1ccco1	2.0	0.0	-10.5	-21.5
CCC(C)NC(=O)c1c(C(F)(F)F)nc2c(OC)cccn12 (stereo unspecified)	0.7	-0.3	6.3	-0.4
O=C(COc1ccccc1Cl)Nc1cc([N+](=O)[O-])ccc1O	-0.1	-0.3	-23.6	69.3*
O=C(Nc1cccc(Cl)c1Cl)C(Sc1ccccc1)c1ccccc1 (stereo unspecified)	-0.8	0.1	-22.5	-11.7
CCOP(=O)(Cc1cc(C(C)(C)C)c(O)c(C(C)(C)C)c1)OCC	-0.2	-0.1	-7.4	-5.6

Other entries
structure	GPR151 ag	FBW7 activator	MITF inh	TEAD-YAP inh
CCOC(=O)c1c(NC(=O)c2ccc(C)cc2)sc(C(=O)Nc2ccc(C)c(Cl)c2)c1C	1.3	0.2	8.6	-3.5
COc1ccc(CNC(=O)CN(c2cc(C(F)(F)F)ccc2Cl)S(C)(=O)=O)cc1	-2.0	0.0	13.2	9.5
Cc1nonc1CN(C)C(=O)CC1C(=O)NCCN1Cc1ccoc1 (stereo unspecified)	-1.9	0.1	10.8	5.4
Nc1nc(SCC(=O)c2ccc3[nH]c(=O)[nH]c3c2)n[nH]1	0.6	0.1	4.4	-0.7
CCC(c1ccc(F)cc1)n1cc(C(=O)NCc2cccnc2)nn1 (stereo unspecified)	0.0	0.0	3.2	1.2
CN(C)c1ccc(C(=O)N2N=C(c3ccccc3)CC2(O)C(F)(F)F)cc1 (stereo unspecified)	2.1	0.1	1.4	8.5
Cc1nc(NCc2ccccc2)sc1-c1ccn(CC2CC2)n1	0.8	-0.1	31.6	-2.2
Cc1nnc(SCC(=O)Nc2ccc(F)cc2F)[nH]c1=O	1.6	-0.1	0.9	2.8
COCCNc1oc(COc2ccc(F)cc2)nc1C#N	1.4	0.0	12.9	-1.5
OCCC1CN(Cc2cnn(-c3ccccc3)c2)CCN1Cc1ccsc1 (stereo unspecified)	0.8	0.0	-11.3	-0.1
CC1CN(CC(=O)N(C)C(C)c2ccon2)Cc2cc(Cl)ccc2O1 (stereo unspecified)	0.1	-0.1	1.4	8.7
CSc1ccc(-c2nc3c[n+](CC(N)=O)ccn3c2NC2CCCC2)cc1	0.6	-0.1	3.1	7.3
CCSC1=C(C#N)C(c2ccc3c(c2)OCO3)CC(=O)N1 (stereo unspecified)	-0.9	0.1	17.4	4.7
Oc1oc(-c2ccc(Cl)cc2)nc1C=Nc1ccc(I)cc1	-2.2	0.7	-29.1	1.2
COc1ccc(C(=O)C2CCN(S(=O)(=O)c3ccc(F)cc3)CC2)cc1	-0.1	-0.2	-7.7	41.9*
COc1cccc(-c2cc(C(=O)NCCc3ccccc3)[nH]n2)c1	0.5	-0.1	-9.1	-23.0
O=C(N1CCOCC1)N1CCN(C(=O)N(c2ccccc2)c2ccccc2)CC1	1.1	0.0	-2.9	4.5
O=C(NCCCn1ccnc1)c1ccc(Cl)s1	-0.4	-0.1	-5.3	-1.9
CCOc1ccccc1/C=C1\N=C(c2ccc(Br)cc2)OC1=O	1.5	0.2	9.7	2.9
Cc1cc(C)c(OCC(=O)Nc2ccc(S(=O)(=O)Nc3nccs3)cc2)c(C)c1	1.7	0.0	1.1	-9.5

Other structures follow.
structure	GPR151 ag	FBW7 activator	MITF inh	TEAD-YAP inh
COc1cc(C2NC(=O)NC(c3ccccc3)=C2C(C)=O)c(Cl)cc1OCC(=O)O (stereo unspecified)	-0.8	-0.2	1.6	-1.0
Cc1ccc(OCC(=O)N/N=C/c2ccc([N+](=O)[O-])cc2)c([N+](=O)[O-])c1	-1.3	-0.1	9.6	-5.6
COc1ccc(-c2oc3ncn4nc(COc5cc(C)ccc5C(C)C)nc4c3c2-c2ccc(OC)cc2)cc1	2.1	0.0	1.3	3.7
Cc1cccc(C(=O)NC(=S)Nc2ccc(N3CCOCC3)c(Cl)c2)c1	0.8	0.0	6.3	-12.0
CN1C(=O)CC(CC(=O)N2CCC(c3ccncc3)CC2)(c2ccccc2F)C1=O (stereo unspecified)	-0.9	0.1	-2.9	-8.1
NC(=O)c1c(NC(=O)c2cc(-c3ccc4c(c3)OCO4)on2)sc2c1CCCC2	-0.7	0.0	-1.5	-11.6
COc1ccc(-c2noc(-c3nnn(-c4ccccc4Cl)c3N)n2)cc1	0.1	0.0	-1.1	-18.6
Cc1cc(C)n2ncc(C(=O)NCCc3ccccc3)c2n1	-1.0	0.1	8.2	-8.6
Cc1cc(C)nc(Nc2cccc(Cl)c2)n1	-2.2	-0.1	-3.1	-1.8
CCCCc1ccc(-c2nc(Nc3cc(Oc4ccc(OCC)cc4)cc([N+](=O)[O-])c3)c3ccccc3n2)cc1	0.6	0.0	1.8	4.8
CCOC(=O)c1c(NC(=O)c2ccc([N+](=O)[O-])cc2)sc(C(=O)Nc2ccccc2F)c1C	-0.2	0.0	-10.5	1.4
Cc1cc(C)c(S(=O)(=O)Nc2cc3c4c(c2)CCN4C(=O)CC3)c(C)c1	0.5	-0.1	4.1	-4.2
CC(C)(NC(=O)NC(=O)c1c(F)cccc1F)c1ccncc1	0.3	0.0	-0.6	3.5
Cc1ccc(S(=O)(=O)Nc2ccc(S(=O)(=O)Nc3ncccn3)cc2)cc1	0.0	0.2	5.9	3.1
CCc1cccc(CC)c1NC(=O)CSc1nnc(C2CC2)n1N	0.2	-0.1	-12.1	-3.3
Nc1nnc(SCC(=O)Nc2nnc(SCC(=O)Nc3ccccc3)s2)s1	-0.2	0.0	-1.6	-7.4
Cc1sc2nc(COC(=O)CNC(=O)c3ccc(-c4ccccc4)cc3)[nH]c(=O)c2c1C	-0.7	0.0	-4.1	-12.1
CC(=O)Nc1ccccc1C(=O)OCc1cccc(Br)c1	0.1	-0.2	-2.7	-20.8
COC(=O)c1cccc(NC(=O)CSc2nnc(CNC(=O)c3ccco3)n2C)c1	-2.0	-0.1	-1.4	-9.7
CCOC(=O)C1CCN(C(=O)c2ccc(C)c(C)c2)CC1	-0.7	0.2	1.0	-19.6

Continuation.
structure	GPR151 ag	FBW7 activator	MITF inh	TEAD-YAP inh
CCC(=O)NC(c1ccccc1)c1c(O)ccc2ccccc12 (stereo unspecified)	-0.4	-0.1	8.8	1.7
CCN(c1ncnc2nc[nH]c12)C1CCCCC1	0.9	0.0	-0.6	16.9
Cc1ccc(Cn2cnc3c(cnn3-c3ccc(C)cc3)c2=O)cc1	-1.7	0.0	5.9	-7.6
Cc1ccsc1CN1CCc2nnc(CCc3ccccc3)n2CC1	-0.5	0.2	-17.5	-0.8
CC1CCN(CCCNC(=O)c2cn(C(C)c3ccccc3F)nn2)CC1 (stereo unspecified)	1.0	0.2	17.2	6.8
CS(=O)(=O)Oc1ccc(/C=C2/C(=N)N3N=C(c4ccco4)SC3=NC2=O)cc1	1.5	-0.1	1.1	6.9
N#Cc1c2c(c(Nc3ccc(C4CCCCC4)cc3)n3c1nc1ccccc13)CCC2	1.1	-0.1	8.4	10.1
O=C(CSc1nncc2ccccc12)Nc1cccc(O)c1	-0.3	0.2	8.5	1.2
